proKLK7 act = activators of human kallikrein-7 zymogen; P49862; purified proKLK7, EDANS-DABCYL substrate fluorescence; 100% is mature enzyme control, 0% vehicle; activation, % at 7 µM; hit rate 0.9% among 370,000; AID 652039;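 active = activation above the mean of all tested compounds plus 3 SD, computed per campaign excluding outliers beyond control limits, cut at about 13% in these data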
MBD2 DNA inh = inhibitors of human MBD2 binding to methylated oligonucleotide | AID 686964 | hit rate 0.31% among 370,000 | inhibition, % at 4.4 µM | Q9UBB5 | TR-FRET; in the data active = inhibition above about 13%
TDP2 absorb = TDP2 (human) inhibition, absorbance primary screen | O95551 | recombinant TDP2, T5PNP hydrolysis, p-nitrophenol absorbance 415 nm | inhibition, % at 12.8 µM | hit rate 0.34% among 370,000;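 active = inhibition above the mean of all tested compounds plus 3 SD, set per campaign, cut at about 25% in these data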;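 also: 0% = DMSO with enzyme and 100% = buffer with substrate but no TDP2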
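System: recombinant human TDP2 / Amount: 120 nM TDP2 per well / Also added: 5 mM T5PNP chromogenic substrate / Doses: 12.8 µM single point, 1% DMSO / Incubation: 2 h at 37 °C / Detection: p-Nitrophenol epi absorbance / Evaluation: % inhibition relative to enzyme-containing and enzyme-free wells / Repeats: singlicate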
LEDGF integ inh = blocks HIV-1 LEDGF/p75-dependent DNA integration; TR-FRET IN-LEDGF/p75 DNA integration, Eu/Cy5; inhibition, % at 3.7 µM; hit rate 0.64% among 370,000;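 active = inhibition above the screen-wide mean plus 3 SD, cut at about 13% in these data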;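 also: signal is the Cy5 over europium emission ratio at 671 and 618 nm; 0% = plate median of compound wells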
UHRF1 MBD2 ctr = human UHRF1 methylated DNA binding inhibitors. UHRF1 binding to methylated oligo, TR-FRET. inhibition, % at 4.4 µM. hit rate 0.75% among 370,000. AID 687016; in the data active = inhibition above about 21%;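 also: UHRF1 SRA domain binding a hemimethylated CpG hairpin DNA probe; 0% = median of test compound wells and 100% = reference inhibitor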
PRMT1 inh = PRMT1 (human) inhibition, primary screen | inhibition, % at 2.79 µM | hit rate 1.3% among 370,000 | recombinant PRMT1, activity-based probe fluorescence polarization | Q99873;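 active = inhibition above about 21% made by adding two undisclosed values, limit read from the data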
Target sequence (Q99873 whole entry, looked up): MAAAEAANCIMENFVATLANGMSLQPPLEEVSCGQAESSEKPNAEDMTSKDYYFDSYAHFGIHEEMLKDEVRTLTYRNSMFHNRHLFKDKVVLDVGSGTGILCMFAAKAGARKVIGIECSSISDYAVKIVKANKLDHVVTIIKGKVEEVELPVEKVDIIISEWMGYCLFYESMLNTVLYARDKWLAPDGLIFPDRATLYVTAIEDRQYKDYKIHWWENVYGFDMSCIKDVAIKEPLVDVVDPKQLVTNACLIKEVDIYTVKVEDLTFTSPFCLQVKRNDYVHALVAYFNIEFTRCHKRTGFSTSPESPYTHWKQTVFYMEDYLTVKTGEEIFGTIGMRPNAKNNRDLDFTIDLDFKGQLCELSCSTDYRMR
Tn7 DDE FP = disrupts Tn7 cyclic peptide binding to fibrin D-Dimer-E complex. FP displacement of FITC-Tn7 peptide from fibrin DD(E); 0% = median of compound wells per plate. hit rate 0.13% among 370,000. inhibition, % at 8.3 µM. AID 720508;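 active = inhibition above the mean of compounds falling within the control limits plus 3 SD of them, cut at about 14% in these data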;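 also: 0% = plate median of compound wells and 100% = 10 µM Aha-Tn7 peptide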
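Test system: human clot-derived fibrin DD(E) complex / Quantity: 2 µM final DD(E) protein / Incubation: 10 min plus 3 h, room temperature / Measured by: fluorescence polarization / Benchmarks: high control of 10 µM Aha-Tn7 peptide / Replicates: singlicate testing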
TCR CD3 inh = inhibitors of human TCR-CD3 interaction. inhibition, % at 9.4 µM. AID 651800. hit rate 0.37% among 360,000. TAMRA-labeled TCR probe fluorescence, biochemical; in the data active = inhibition above about 19%;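 also: recombinant mutant TCR 2C K166C tagged with TAMRA read by polarization; 0% = receptor in buffer alone and 100% = receptor with positive control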
DDE Tn6 FP inh = disrupts Tn6 cyclic peptide binding to fibrin D-Dimer-E complex; Fibrin DD(E) TRITC-Tn6 fluorescence polarization displacement; inhibition, % at 8.3 µM; hit rate 0.21% among 370,000; P02675;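 active = inhibition above a per-campaign cutoff: mean of compounds within control limits plus 3 SD, cut at about 15% in these data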;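 also: 0% = median of all compound wells on the plate and 100% = blocking peptide control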
SIAE inh = blocks human sialic acid acetylesterase; Q9HAT2; SIAE FP-Rh probe binding, fluorescence polarization; inhibition, % at 9.66 µM; hit rate 0.69% among 370,000; AID 1053197;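 active = inhibition above a cutoff: mean of compounds within the control limits plus 3 SD of those, cut at about 17% in these data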;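 also: 0% = plate median of compound wells and 100% = probe without SIAE protein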
Target sequence (Q9HAT2 whole entry, looked up): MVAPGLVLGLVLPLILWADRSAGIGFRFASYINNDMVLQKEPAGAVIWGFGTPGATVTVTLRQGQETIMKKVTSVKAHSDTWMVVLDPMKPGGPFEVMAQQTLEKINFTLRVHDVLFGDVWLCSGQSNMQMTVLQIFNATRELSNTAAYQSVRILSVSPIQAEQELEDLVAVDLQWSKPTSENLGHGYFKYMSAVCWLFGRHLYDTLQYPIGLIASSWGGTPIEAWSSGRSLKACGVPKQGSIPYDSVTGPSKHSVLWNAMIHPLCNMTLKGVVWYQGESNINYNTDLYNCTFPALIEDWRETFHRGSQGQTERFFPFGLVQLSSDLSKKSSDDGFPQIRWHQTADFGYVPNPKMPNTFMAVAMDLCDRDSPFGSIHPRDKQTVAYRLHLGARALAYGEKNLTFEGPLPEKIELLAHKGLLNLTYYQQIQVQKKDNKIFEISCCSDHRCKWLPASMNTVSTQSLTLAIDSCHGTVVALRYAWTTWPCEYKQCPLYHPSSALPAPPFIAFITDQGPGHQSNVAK
An asterisk follows results filed as active; · = not tested or not shown.

proKLK7 act,MBD2 DNA inh,TDP2 absorb,LEDGF integ inh,UHRF1 MBD2 ctr,PRMT1 inh,Tn7 DDE FP,TCR CD3 inh,DDE Tn6 FP inh,SIAE inh,SMILES
0.3,3,12,0,-1,-3,8,0,6,1,O=C(CCc1c[nH]c2ccccc12)NCC1CCCO1 (stereo unspecified)
-0.2,0,-5,0,-2,-1,-3,2,-6,-11,CCCCNc1ccc(C(CC(N)=O)NC(=O)Cc2cccc3ccccc23)cc1[N+](=O)[O-] (stereo unspecified)
0.1,-2,-10,6,-1,2,-4,4,-4,-6,CCOC(=O)c1c(C)c(C(=O)NCc2ccccc2OC)c(C)n1C
0.0,7,6,-4,22*,3,5,4,2,1,COc1ccc(-n2cc(CNC3CCOCC3)c(-c3cccc(F)c3)n2)cc1
-0.1,-9,2,3,1,-3,2,3,0,4,O=C(Cn1cnc2c(nnn2Cc2ccc(Cl)cc2)c1=O)NC1CCCC1
0.0,5,-4,-5,1,0,-1,-9,3,-3,Cn1nc([N+](=O)[O-])nc1Sc1ccc(C(C)(C)C)cc1
-0.7,-1,-6,3,2,-1,-1,-9,2,1,Cc1ccc(CNC(=O)CSc2ncn[nH]2)cc1
0.0,-4,2,-3,-4,3,5,-10,-1,2,Nc1[nH]c(C(=O)c2ccc(Br)cc2)c(-c2ccccc2Cl)c1C(=O)NCCc1c[nH]c2ccccc12
0.0,-1,-1,-1,-2,-1,8,9,-4,3,COc1ccc(NC(=O)Nc2nnc(C(C)C)s2)cc1
-0.4,5,-7,1,6,1,4,-7,3,3,CCOC(=O)c1ccc(S(=O)(=O)N2CCN(S(=O)(=O)CC)CC2)cc1
3.1,-7,4,-3,0,-2,10,-1,2,12,COc1ccc2[nH]c3c(=O)n4c(nc3c2c1)SCCC4
-1.5,-1,8,-1,-4,11,-3,3,-13,-4,CCOC(=O)c1c(N)sc2c1CCC(C)C2 (stereo unspecified)
-0.7,5,4,-1,-1,-2,-5,-3,-4,4,COc1ccc(CNCc2ccncc2)cc1OC
-0.1,-5,-8,6,-2,-8,0,0,2,-5,CCn1c(=O)c([N+](=O)[O-])c(NCC2CCCO2)c2ccccc21 (stereo unspecified)
0.1,-1,8,-1,-1,0,5,0,2,2,Cn1cc(S(=O)(=O)NC2CCCCC2)c(=O)n(C)c1=O

Two of the compounds above, with values under each structure.
Values run as follows: proKLK7 act, MBD2 DNA inh, TDP2 absorb, LEDGF integ inh, UHRF1 MBD2 ctr, PRMT1 inh, Tn7 DDE FP, TCR CD3 inh, DDE Tn6 FP inh, SIAE inh
CCOC(=O)c1c(N)sc2c1CCC(C)C2 (stereo unspecified)
 : -1.5, -1, 8, -1, -4, 11, -3, 3, -13, -4
COc1ccc(CNCc2ccncc2)cc1OC
 : -0.7, 5, 4, -1, -1, -2, -5, -3, -4, 4

(continued)
proKLK7 act,MBD2 DNA inh,TDP2 absorb,LEDGF integ inh,UHRF1 MBD2 ctr,PRMT1 inh,Tn7 DDE FP,TCR CD3 inh,DDE Tn6 FP inh,SIAE inh,SMILES
-0.1,-1,8,-3,0,20,-6,-11,-9,9,COc1ccccc1C(=O)NNc1ncc(C)s1
-0.2,-2,1,-1,-2,-1,6,-4,1,4,Cc1ccc(-c2oc3ncnc(N)c3c2-c2ccc(C)cc2)cc1
0.1,0,0,-1,-1,-1,5,17,4,-2,CCCS(=O)(=O)c1nc(S(=O)(=O)c2ccc(C)cc2)c(N2CCC(C)CC2)s1
3.3,0,6,3,-3,0,-2,1,2,1,Nc1nnnn1/N=C/c1cc(Cl)cc(Cl)c1O
0.1,-2,8,3,14,9,-4,7,2,4,Cc1cc(C(=S)N2CCOCC2)c(C)n1-c1ccc(Cl)cc1
-0.7,4,4,1,-4,-1,1,1,-6,-1,O=C(Nc1c(C(=O)c2ccccc2)oc2ccccc12)c1cc(-c2ccccc2O)n[nH]1
0.5,3,-2,0,-2,0,8,-1,-7,7,CCn1c(COc2ccc(=O)n(-c3ccccc3)n2)n[nH]c1=S
-0.2,4,3,-1,1,3,0,-2,-4,5,COc1ccc(CCNC(=O)CN2CCOc3ccccc32)cc1OC
-0.3,-6,-4,6,-4,5,-5,10,-9,5,O=C(N/N=C/c1cc2c(c([N+](=O)[O-])c1)OCO2)c1ccncc1
-0.2,1,-8,0,5,-1,-5,2,-3,0,CN(C(=O)c1ccccc1NC(=O)C(F)(F)F)c1ccccc1
-0.3,0,5,-1,1,-8,4,5,0,2,COc1ccc(CN2CCC(C(=O)Nc3ccc(Oc4cccnc4)cc3)CC2)cc1
0.1,3,-14,-5,0,1,6,-2,-3,-1,O=C(COc1c(F)c(F)c(C(F)(F)F)c(F)c1F)Nc1ccc(N2CCOCC2)c(Cl)c1
0.4,4,4,1,-1,-1,-6,3,0,16,CCc1ccc(NC(=O)C2CCCN(S(=O)(=O)c3cccs3)C2)cc1 (stereo unspecified)
0.2,-1,1,2,3,1,2,-7,-8,-4,CCC(C)(C)C1CCC2(CC1)NC(=O)N(CC(=O)Nc1nc(-c3ccc(C)cc3)cs1)C2=O (stereo unspecified)
0.3,1,8,-5,-2,-1,-9,-2,1,-4,COCCNCCOCCOc1cccc(OC)c1
-0.1,-1,3,1,2,-1,2,-3,4,-8,CCOC(=O)CN1C(=O)NC2NC(=O)NC21 (stereo unspecified)
0.8,2,7,-2,-1,1,1,1,5,0,COc1cc(C(C)=O)ccc1O
-0.6,-1,-3,-2,-2,-4,-2,7,-2,-3,O=C(NC1CCCCC1)c1cc(-c2ccc(O)cc2)on1
0.6,1,1,-4,5,0,1,3,3,-3,Cc1ccccc1S(=O)(=O)Cc1ccc(C(=O)NC2CC2)o1
0.0,-4,1,3,-2,3,-4,-3,-3,-1,NS(=O)(=O)c1ccc(CNC(=O)c2cc(-c3ccccn3)nc3ccc(Cl)cc23)cc1
0.5,-3,14,0,0,0,4,9,-8,9,COC(=O)c1ccccc1-n1c(C)nc(=O)c(-c2ccccc2)c1C
0.4,4,-2,-1,0,0,-5,5,5,-3,Cc1cc2cc(CN(Cc3ccco3)C(=O)C3CCCCC3)c(=O)[nH]c2cc1C
0.6,3,-7,-10,7,2,4,-4,-7,-6,Nc1nc2nc(-c3ccccc3)cc(C(F)(F)F)c2s1
0.1,1,-8,1,0,-2,4,5,-6,4,O=C1C2C3CCC(CC3)C2C(=O)N1c1ccccc1 (stereo unspecified)
0.7,-1,-4,-2,0,-4,8,3,12,0,O=C(Nc1ccccc1F)c1ccncc1
0.0,2,7,-4,2,7,1,-5,-2,8,COc1ccc(C(=O)NCc2nnc(SCC(=O)c3ccc(F)cc3)n2C)cc1OC
0.5,1,11,-3,0,0,7,-8,3,-4,Cc1cc(C(=O)Nc2nccs2)c2cc(F)ccc2n1
-0.3,2,-5,3,2,4,0,-8,2,1,CN(CC1CCN(CCc2cccc(C(F)(F)F)c2)CC1)C(=O)c1ccccc1
-0.9,3,-5,0,1,1,1,-1,5,1,COc1ccc(NC(=O)COC(=O)CC2CC3CCC2C3)c([N+](=O)[O-])c1 (stereo unspecified)
-0.4,-4,21,1,-3,-2,4,6,-2,-5,COc1cc([N+](=O)[O-])ccc1NC(=O)Nc1ccc(C(=O)N2CCCC2)cc1
0.0,2,-1,-4,4,2,1,-3,3,-6,COC(=O)N1CCN(c2ccc(C)cc2)C(C)C1 (stereo unspecified)
-0.1,4,5,0,-1,6,-3,-6,1,-2,Cc1ccc(S(=O)(=O)CCC#N)cc1
-4.3,-1,8,1,-1,-1,-4,5,5,-5,COc1ccc(-c2cc3nc4ccccc4n3c(N)c2C#N)cc1
-0.8,0,2,-2,-3,2,1,0,-11,-38,O=C(Nc1cccc(S(=O)(=O)N2CCCCC2)c1)c1cc2ccccc2o1
-0.5,7,-21,-8,5,7,1,-3,-6,22*,CCOc1ccc(CCNC(=O)CCCn2c(=O)c3cccn3c3cccnc32)cc1OCC
0.6,-1,-11,5,2,-3,-2,-9,-6,-12,COc1ccc(Cl)cc1Cn1c(C)c(C(=O)NCc2ccc(F)cc2)sc1=O
0.1,1,8,2,-2,-1,5,-1,1,0,CC(=O)c1cc(C)ccc1OC(=O)c1cccnc1
-0.1,8,-11,5,12,-6,-7,-3,3,-3,NC(=S)NN=C1CCCCC12CCCC2
-0.2,8,-2,2,4,0,1,-4,-1,8,Cc1ccc(N2C(=O)Nc3ccc(Br)cc3C2(O)C(=O)NCCCN(C)C)cc1C (stereo unspecified)
3.2,2,-13,6,-3,-1,-2,2,2,1,CCOC(=O)COc1ccc2c3c(c(=O)oc2c1)CCCC3
0.1,-1,2,-2,10,-2,6,4,-2,7,C#CCOCCOCCOCCNc1nc(N2CCN(C(=O)Cn3cc(CCCN=C(N)N)nn3)CC2)nc(N2CCN(C(=O)[C@H](CCCCN)n3cc(CCC(=O)O)nn3)CC2)n1
0.2,4,-2,1,-2,1,4,4,2,-4,CCCCCC(=O)N/N=C/c1ccccc1[N+](=O)[O-]
-0.2,-1,11,1,-1,0,-7,0,-7,-1,CC(C)CNS(=O)(=O)c1ccc2c(c1)OCCO2
-0.3,-7,11,1,-3,3,5,·,2,0,COC(=O)c1ccc(Cn2ccc3ccc(-c4ccc5ccn(Cc6ccc(C(=O)OC)cc6)c5c4)cc32)cc1
-1.3,4,4,1,1,-6,2,-5,-7,-2,CCn1c(=O)c(=O)[nH]c2cc(C(=O)N3CCN(Cc4ccc5c(c4)OCO5)CC3)ccc21
0.0,-1,8,2,2,0,-3,10,5,4,O=C(CSc1nc2ccccc2s1)Nc1ccc(C(=O)O)cc1
11,2,3,1,-2,-1,1,1,-5,-2,CCOc1ccc(C2C3=C(CCCC3=O)N(CC(=O)O)C3=C2C(=O)CCC3)cc1
0.9,0,-7,-3,-1,-1,4,6,5,1,CC(=O)c1sc(NC(=O)CCc2ccccc2)nc1C
-0.1,-3,24*,-2,-3,1,2,-5,2,2,O=[N+]([O-])c1ccc2c(c1)nnn2-c1ccccc1
-0.5,7,9,-3,9,3,8,-2,-3,-6,O=C(CNC(=O)c1ccco1)OCc1ccc(Cl)cc1
0.4,2,-8,-4,1,2,1,-11,2,-2,COc1ccc(N(CC(=O)NCc2ccccc2)C(=O)Cn2nnc(-c3ccccc3F)n2)cc1OC
-0.1,6,1,2,-2,-7,-3,3,2,5,O=C(Cc1ccsc1)NCC(=O)Nc1ccccc1Br
-0.5,3,5,-1,0,2,2,-1,-4,0,Cc1ccc(C(=O)CSc2nnc(COc3ccccc3)o2)cc1
0.0,4,-7,-2,1,2,-9,1,2,-1,NC1=NS(=O)(=O)NC1c1ccc(Br)cc1 (stereo unspecified)
-0.3,4,11,-2,-4,2,-5,11,-2,-3,Cn1nc(C(F)(F)F)cc1Oc1ncc(C(F)(F)F)cc1Cl
0.1,-3,-2,-1,-3,-1,0,5,-7,-4,O=C(CN1CCN(Cc2ccccc2)CC1)c1c[nH]c2ccccc12
